L3MBTL1 block: L3MBTL1 (human) inhibition; Q9Y468; AlphaScreen L3MBTL1–H3K9me1 peptide binding; Potency, µM (top dose mostly 57.1 µM), for inactives: top-dose activity, negative = inhibition, hits mostly inhibitors; actives 0.66% (n = 230,000); AID 485360; further: on the % scale 0 is the no-effect control and ±100 the full control effect; nearly all actives have a fitted effect of over 60% in size
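AlphaScreen assay: L3MBTL1 (50 nM final) was preincubated 30 min at room temperature with biotinylated H3(1-15)K9me1 peptide (75 nM final), then 30 min with library compounds; streptavidin donor and nickel chelate acceptor beads (10 ug/mL final) added, 30 min dark.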
KDM4E inh: JMJD2E (human) inhibition; B2RXH2; JMJD2E catalytic domain, FDH-coupled NADH fluorescence (FDH is formaldehyde dehydrogenase); Potency, µM (series often up to 57.1 µM), for the others: at the highest dose activity change, negative = inhibition, usual class: inhibitors; actives 1.6% (n = 230,000); active means well fitted inhibition curve with a large enough effect, not every such curve was filed as active; inconclusive means small, poorly fitted or top-dose-only effect, or another doubt; inactive means no such curve, though single readings can be large or run the other way;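 further: 0% = wells with enzyme and -100% = buffer wells without enzyme; nearly all actives have a fitted effect of over 50% in size; many of its hits are not listed in these tables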
Target sequence (B2RXH2 1-337 limits assumed): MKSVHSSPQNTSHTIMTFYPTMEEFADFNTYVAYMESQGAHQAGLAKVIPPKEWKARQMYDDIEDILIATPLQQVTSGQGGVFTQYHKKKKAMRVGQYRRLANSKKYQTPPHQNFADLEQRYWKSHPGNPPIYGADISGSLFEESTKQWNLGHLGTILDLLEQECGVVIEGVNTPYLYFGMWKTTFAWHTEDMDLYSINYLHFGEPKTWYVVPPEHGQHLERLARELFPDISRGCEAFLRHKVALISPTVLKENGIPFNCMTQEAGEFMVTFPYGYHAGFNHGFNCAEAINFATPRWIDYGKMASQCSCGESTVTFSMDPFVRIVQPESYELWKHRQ
Lamin A splicing: changes lamin A minigene splicing in HeLa cells; HeLa LMNA splicing GFP/RFP minigene ratio, 48 h; Potency, µM (doses to about 46.1 µM), without a hit: at the top dose ratio change, negative = inhibition, usual class: inhibitors; actives 0.01% (n = 200,000); AID 1487; active means well fitted inhibition curve with a large enough effect in the signal ratio, with a control signal flat, not every such curve was filed as active; inconclusive means small, poorly fitted or top-dose-only effect, or effect the other way, or a change in a side signal; the % refers to the signal ratio; further: on the % scale 0 is the no-effect control and ±100 the full control effect
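S3 HeLa stable clones carrying a lamin A-EGFP splicing minigene plus DsRed2 were seeded at 600 cells/well in Opti-MEM with 2% FBS, pin-dosed and incubated 48 h at 37°C. Acumen cytometry (488 nm) gave the GFP/RFP total-intensity ratio.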
RECQ1 inh: RECQ1 (human) helicase inhibition; P46063; RECQ1 DNA unwinding, red fluorescence kinetic read; Potency, µM (series often up to 57.3 µM), for inactives: at the top dose activity, negative = inhibition, hits mostly inhibitors; actives 0.54% (n = 240,000);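 further: plate controls were vehicle for no effect and no enzyme for full effect; nearly all actives have a fitted effect of over 30% in size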
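50 nM RECQ1T1 preincubated 15 min with compound in Tris pH 8.0 buffer with MgCl2, DTT, Tween-20 and 2.5 ug/ml poly(dI-dC); started with 200 nM TAMRA/BHQ-2 forked duplex and 2 mM ATP. Unwinding read as fluorescence (525/598 nm), two reads 2 h apart.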
SMN2 splice enh: SMN2 splice variant enhancement; HEK293 SMN2-luciferase splicing reporter, luminescence, 30-36 h; Potency, µM (series often up to 46.1 µM), without a hit: top-dose activity change, positive = activation, hits mostly activators; actives 2.8% (n = 210,000); further: % of control where 0% means no effect; nearly all actives have a fitted effect of over 55% in size
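HEK293 cells carry an SMN2 minigene-luciferase reporter in which exon 7 inclusion puts luciferase in frame. Cells were seeded at 2000 cells/well, attached for 10-12 hours, then exposed to compounds for 30-36 hours at 37C before ONE-Glo luminescence.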
Tau ThT inhib: blocks human tau fibril formation measured by thioflavin T. recombinant tau K18 P301L (four-repeat tau fragment), heparin-induced fibrillization, ThT fluorescence. Potency, µM (doses to about 57.4 µM), for the others: at the highest dose activity, negative = inhibition, most hits filed as inhibitors. actives 2.1% (n = 270,000); further: on the % scale 0 is the no-effect control and ±100 the full control effect; nearly all actives have a fitted effect of over 55% in size
Target sequence (P10636 561-689 P618L limits assumed): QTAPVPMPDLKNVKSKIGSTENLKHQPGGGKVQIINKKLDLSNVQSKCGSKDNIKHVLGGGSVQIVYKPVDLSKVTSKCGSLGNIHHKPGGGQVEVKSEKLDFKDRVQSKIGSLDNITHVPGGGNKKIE
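Aggregation was driven by heparin (20 uM final) acting on recombinant tau […] bearing P301L in 100 mM sodium acetate pH 7; fibrils were detected with Thioflavin T.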
Luc counter: Kinase-Glo luciferase inhibition (counter-screen); Q27757; Kinase-Glo luciferase, ATP luminescence, 8 min; Potency, µM (highest dose often 38.3 µM), for the others: at the highest dose activity change, negative = inhibition, hits mostly inhibitors; actives 0.28% (n = 200,000); AID 1379; further: on the % scale 0 is the no-effect control and ±100 the full control effect; nearly all actives have a fitted effect of over 60% in size
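Light output from Kinase-Glo luciferase with luciferin and 10 uM ATP in 50 mM imidazole pH 7.2, KCl, MgCl2, Tween 20, BSA; compound pin-delivered, 8-min ambient incubation, then luminescence read.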
ALDH1A1 block: inhibitors of human aldehyde dehydrogenase 1A1. actives 7.3% (n = 220,000). Purified ALDH1A1, NADH fluorescence, propionaldehyde substrate. AID 1030. Potency, µM (titrated, usually from 75.3 µM), for the others: at the top dose activity, negative = inhibition, hits mostly inhibitors. P00352; active means well fitted inhibition curve with a large enough effect, not every such curve was filed as active; inconclusive means small, poorly fitted or top-dose-only effect, or another doubt; inactive means no such curve, though single readings can be large or run the other way;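 further: plate controls were no enzyme wells and a reference inhibitor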
Target sequence (P00352 whole entry, looked up): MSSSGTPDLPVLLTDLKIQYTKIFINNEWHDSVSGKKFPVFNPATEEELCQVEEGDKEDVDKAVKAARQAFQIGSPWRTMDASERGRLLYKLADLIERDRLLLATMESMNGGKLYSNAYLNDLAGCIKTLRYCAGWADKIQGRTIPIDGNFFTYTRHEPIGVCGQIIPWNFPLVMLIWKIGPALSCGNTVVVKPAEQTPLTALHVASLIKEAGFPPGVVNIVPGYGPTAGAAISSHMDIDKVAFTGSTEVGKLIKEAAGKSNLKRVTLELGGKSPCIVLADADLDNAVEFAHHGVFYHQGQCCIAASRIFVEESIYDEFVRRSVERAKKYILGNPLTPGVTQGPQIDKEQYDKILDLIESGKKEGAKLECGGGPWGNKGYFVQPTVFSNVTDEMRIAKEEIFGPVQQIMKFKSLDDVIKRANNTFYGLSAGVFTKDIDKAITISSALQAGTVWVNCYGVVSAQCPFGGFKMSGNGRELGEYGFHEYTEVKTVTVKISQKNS
* marks the source's active call; other numbers are inactive results; i = inactive; ? = inconclusive; nt = not tested or not shown; [ ] = remark or other dose. Unless noted, the call rests on the fitted dose curve; in most records, active means well fitted curve in the direction sought with a large enough effect; inconclusive means small, poorly fitted or top-dose-only effect, or another doubt; inactive means no such curve, though single readings can be large; an effect the other way counts as inactive or inconclusive. Potency means the concentration at half of the fitted maximal effect.

SMILES	L3MBTL1 block	KDM4E inh	Lamin A splicing	RECQ1 inh	SMN2 splice enh	Tau ThT inhib	Luc counter	ALDH1A1 block
COc1ccccc1CN1CCN(Cc2nc(-c3cccs3)no2)CC1	-22.5%	-7.8%	3.6%[46 µM]	3.7%	nt	-5.4%	0.7%	0.6%
Cn1cc(CNC(=O)c2cc(-c3ccccc3)nc3ccc(Br)cc23)cn1	-2.3%	-1.7%	-7.0%	-16.5%	18.7%	2.1%	-0.1%	?
Cc1ccc(Nc2nc3ccccc3s2)cc1	8.1%	3.3%	?	-2.1%	2.82µM*	-13.6%	-6.8%	5.5%
O=C(CN1C(=O)/C(=C/c2ccccc2F)Sc2ccccc21)NCc1cccnc1	nt	?	nt	-23.0%	-15.2%	-11.5%	2.4%	20µM*
N=C(N)N1CCc2ccccc21	2.6%	-1.8%	nt	-0.2%	nt	7.5%	nt	nt
Cn1cccc1/C=C1\SC(=Nc2ccc(O)cc2)NC1=O	-13.8%	1.3%	nt	-9.7%	nt	4.47µM*	nt	nt
O=C(NCCN1CCc2ccccc2C1)C1CCN(S(=O)(=O)N2CCC3(CC2)OCCO3)CC1	-3.0%	-1.9%	1.4%	?	-20.3%	-8.2%	-4.8%	?
COc1cccc(NC(=O)c2ncn[nH]2)c1	-2.2%[11.4 µM]	0.4%	10.8%	i	18.9%	5.1%	-0.9%	9.4%
O=C(NNc1c(Cl)cc(Cl)cc1Cl)c1n[nH]c(=O)c2ccccc12	-3.5%	4.3%	nt	-6.7%	nt	-2.6%	nt	nt
CSc1nc(N(C)NC(=O)c2ccc(Cl)cc2)c2ccccc2n1	-1.0%	8.3%	?	-18.6%	-19.1%	-3.5%	2.9%	11.8%
COc1ccccc1C(=O)NNC(=O)c1ccc(NC(=O)CC(C)C)cc1	-17.1%	-10.7%	nt	27.7%	nt	-5.2%	nt	-3.4%
FC(F)(F)c1cc(N2CCNCC2)c2ccccc2n1	15.5%	-2.9%	nt	i	nt	-4.9%	nt	nt
Cc1ccc(NC(=O)c2ocnc2C)cc1Cl	5.9%	-7.0%	?	-15.1%	14.1µM*	-5.9%	-14.3%	?
CCCCCNc1nc2sc3c(c2c(=O)n1-c1cccc(Cl)c1)CCN(C)C3	?	?	nt	i	nt	-15.1%	nt	nt
COc1ccccc1NC(=O)CSc1nc2ncccc2[nH]1	-5.0%	-4.0%	-0.6%	-4.3%	-11.1%	-16.9%	13.0%	8.6%

Structures listed so far containing fluorine (two):
SMILES	L3MBTL1 block	KDM4E inh	Lamin A splicing	RECQ1 inh	SMN2 splice enh	Tau ThT inhib	Luc counter	ALDH1A1 block
O=C(CN1C(=O)/C(=C/c2ccccc2F)Sc2ccccc21)NCc1cccnc1	nt	?	nt	-23.0%	-15.2%	-11.5%	2.4%	20µM*
FC(F)(F)c1cc(N2CCNCC2)c2ccccc2n1	15.5%	-2.9%	nt	i	nt	-4.9%	nt	nt

(further entries)
SMILES	L3MBTL1 block	KDM4E inh	Lamin A splicing	RECQ1 inh	SMN2 splice enh	Tau ThT inhib	Luc counter	ALDH1A1 block
CN(CC(=O)Nc1ccc(C(N)=O)cc1)CC(=O)Nc1ccccc1Cl	8.5%	2.9%	?	i	29.9%	1.9%	-1.8%	-1.9%
O=C(c1ccc([N+](=O)[O-])cc1)N1CCSC1c1ccc(Br)cc1 (configuration not stated)	nt	-3.4%	nt	-1.2%	-9.6%	-3.0%	-1.1%	5.9%
COCCCn1c(Cc2ccccc2)nnc1SCC(=O)N1CCCCC1	55.2%[activator]	-2.1%	5.2%	i	nt	5.2%	nt	?
CC1(C)Oc2ccc(C(=O)N3CCOCC3)cc2N(CC(=O)Nc2ccccc2)C1=O	nt	11.6%	-8.6%	0.1%	10.4%	-0.2%	3.0%	5.1%
O=C(O)c1ccccc1N1C(=O)C2C3CCC(C3)C2C1=O (configuration not stated)	53.1%[activator]	-7.1%	nt	i	3.2%	11.9%	1.2%	11.1%
Cc1ccccc1Nc1nc2ccccc2n1C(C)C	1.5%	-0.6%	-3.1%	-3.4%	-11.2%	-7.9%	-1.7%	?
ClC1(Cl)CC1Cn1c(C2CC2)nc2ccccc21 (configuration not stated)	-1.7%	0.6%	-1.3%[46 µM]	-5.4%	nt	3.0%	-1.5%	10µM*
Cc1ccc(NC(=O)CSc2nnc(CNC(=O)c3ccccc3F)o2)cc1	nt	3.7%	nt	-3.3%	-8.1%	-4.6%	-0.4%	?
CC(C)(C)SCCNC(=O)CSCc1ccc([N+](=O)[O-])cc1	-5.2%	6.1%	16.6%	i	-4.0%	-1.9%	-0.4%	?
COc1cccc(N2CCN(C(=O)CN(C)S(=O)(=O)c3ccc4c(c3)c(=O)n(C)c(=O)n4C)CC2)c1	nt	-8.6%	nt	-9.6%	-27.2%	-6.8%	4.7%	-6.8%
CCN(CC)CCNC(=O)C1CCC(=O)N(c2ccc(OC)cc2)C1c1ccc(F)cc1 (configuration not stated)	5.9%	2.8%	4.8%	i	1.5%	-10.4%	-2.4%	-1.5%
CCn1c(COc2ccc(=O)n(-c3ccccc3)n2)nnc1SCc1ccccc1C	0.0%	-1.0%	-11.2%	0.4%	-25.3%	-14.0%	2.5%	1.4%
O=C(Nc1cccc(Cl)c1)Nc1ccnc(-c2cccnc2)n1	0.2%	-4.0%	nt	i	-36.3%[inhibitor]	4.6%	1.6%	-2.8%
CCOC(=O)c1c(-c2ccc(C)cc2)csc1NC(=O)/C(C#N)=C/c1ccc(O)c(OC)c1	-13.5%	-20.0%	-2.0%	-3.5%	-18.8%	?	2.5%	6.6%
COC(=O)c1ccsc1NC(=O)C1COc2ccccc2O1 (configuration not stated)	nt	-6.4%	12.9%	-11.7%	-18.7%	-14.5%	-4.6%	1.8%
O=C(c1cc2ccccc2oc1=O)N1CCSC1c1ccco1 (configuration not stated)	-14.7%	?	12.0%	-11.8%	11.3%	-9.7%	1.3%	?
C=CCn1c(SCC(=O)O)nnc1-c1cccs1	nt	?	2.1%	-3.4%	-0.8%	-7.2%	0.4%	-0.2%
CNC(=O)c1c(NC(=O)c2nc3ccccc3s2)sc2c1CCC2	nt	-19.6%	?	-12.9%	12.6µM*	7.08µM*	-3.3%	?
COc1cc(C(C)=O)ccc1COc1ccc(C(=O)O)cc1OC	0.9%	2.6%	nt	0.6%	nt	-5.1%	nt	nt
O=C1NC2(CCCc3ccccc32)C(=O)N1Cc1nnc(-c2ccccc2Br)o1 (configuration not stated)	-8.3%	-7.6%	?	-13.9%	-11.0%	-3.8%	-5.2%	?
C=CCN(CC=C)C(=O)c1ccc(OC2CCN(S(=O)(=O)N(C)C)CC2)cc1	-14.8%	-7.5%	nt	3.5%	nt	-8.6%	1.7%	-8.4%
CC(=O)Nc1ccc(N2C(=O)CSC2c2cccc([N+](=O)[O-])c2)cc1 (configuration not stated)	11.9%	3.8%	?	-5.7%	11.9%	-0.2%	0.9%	?
Cc1ccc(C)c(NC(=S)NNC(=O)c2csc3c2CCCC3)c1	nt	6.4%	-13.7%	1.0%	-10.7%	?	-5.1%	8.91µM*
CCn1c(SCC(=O)c2cc(C)n(-c3ccc(C(=O)OC)cc3)c2C)nnc1-c1cccnc1	nt	4.0%	5.9%	i	-6.8%	-13.9%	-4.9%	9.4%
O=C(COC(=O)c1ccc(CSc2ccc(Cl)cc2)cc1)Nc1ccccc1	0.6%	0.0%	-14.5%	-3.5%	?	2.2%	6.1%	5.3%
CCOc1ccc(Br)cc1S(=O)(=O)N1CC(C)OC(C)C1 (configuration not stated)	-2.3%	-4.5%	1.4%	i	2.2%	-1.3%	-5.8%	-3.3%
CCOCC(=O)Nc1ccc([N+](=O)[O-])cc1Cl	nt	-0.5%	nt	i	-14.9%	?	-0.5%	?
C[C@@H]1NC(=O)c2cc([N+](=O)[O-])cc(I)c2NCCCC[C@@H](C(N)=O)NC(=O)[C@H](CCC(=O)O)NC1=O	-6.2%	2.8%	-7.4%	-4.9%	6.6%	-5.8%	-0.6%	-2.9%
COC(=O)CCCNS(=O)(=O)c1ccc2ccccc2c1	3.2%	3.2%	-3.3%	-1.3%	-9.4%	7.3%	-1.3%	?
C=CCc1cccc(/C=N/n2c(C)nnc2C)c1O	4.1%	3.0%	8.3%[0.0737 µM]	-10.7%	11.5%	-1.2%	0.0%	3.5%
O=C1CCC(C(=O)N(Cc2cccs2)C2(C(=O)NC3CCCCC3)CCCCC2)N1 (configuration not stated)	-3.7%	-0.5%	0.5%[9.22 µM]	-3.4%	-4.5%	-6.4%	-1.8%	?
CCOC(=O)CN(C#N)c1nc(C)cc(C)n1	-5.0%	0.5%	-10.7%	i	4.7%	-5.3%	0.0%	1.6%
CC1=NNC(=O)C1CCC(=O)N/N=C(/C)c1ccc([N+](=O)[O-])cc1 (configuration not stated)	1.1%	4.3%	1.9%	-12.5%	-3.5%	?	-1.3%	-1.6%
COc1cc(/C=C(\C#N)c2nc3c(s2)CC(C)CC3)ccc1O (configuration not stated)	-10.2%	-7.0%	14.4%	-19.0%	37.3%	12.6µM*	3.6%	?
COc1ccc(CCNC(=O)CSc2nc(-c3ccc(OC)c(OC)c3)ccc2C#N)cc1	5.3%	-1.4%	-13.6%	-4.1%	-27.3%	-9.1%	3.1%	?
Cc1cc(C(=O)CSc2cccc[n+]2[O-])c(C)n1-c1ccc(Br)cc1	-24.3%	-1.3%	nt	i	-41.9%[inhibitor]	-4.7%	-1.2%	?
O=C(CNCc1cccs1)NC12CC3CC(CC(C3)C1)C2	1.6%	?	-4.8%[46 µM]	-15.9%	6.8%	5.8%	0.6%	-7.2%
CCOC(=O)c1ccc2[nH]c3c(c2c1)CCCCC3=O	?	?	-7.0%	i	?	?	-0.9%	-5.0%
Cc1nc(SCC(=O)c2ccccc2)c([N+](=O)[O-])[nH]1	7.2%	2.4%	-4.1%	i	1.5%	?	7.0%	6.1%

From PubChem BioAssay

Not all compounds are listed; rates above refer to the full screens.
